# ssDAF12 agonist – activators of S. stercoralis DAF-12 nuclear receptor; HEK293 ssDAF-12/GRIP1 lit1-tk-luc reporter, luminescence; % of 3 µM dafachronic acid response; activation, % at 6.8 µM; actives 1% (n = 370,000); AID 652126;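 active = activation above the mean over all tested compounds plus 3 SD, cut at about 0.9% in these data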;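 also: 0% = DMSO-only wells and 100% = 3 µM delta7-dafachronic acid wells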
# DAX1 inh-1 – NR0B1 (DAX1) inhibition | P51843 | HEK293 Gal4-DAX1 luciferase reporter, luminescence | inhibition, % at 6.75 µM | actives 0.99% (n = 340,000) | AID 504766;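 active = inhibition above the mean over all tested compounds plus 3 SD, cut at about 4.2% in these data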;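 also: 0% = DAX1-transfected cells with DMSO and 100% = empty-vector control cells with DMSO; inhibition shows as a rise in luminescence from relieved DAX1 repression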
# Target sequence (P51843 207-470 limits assumed): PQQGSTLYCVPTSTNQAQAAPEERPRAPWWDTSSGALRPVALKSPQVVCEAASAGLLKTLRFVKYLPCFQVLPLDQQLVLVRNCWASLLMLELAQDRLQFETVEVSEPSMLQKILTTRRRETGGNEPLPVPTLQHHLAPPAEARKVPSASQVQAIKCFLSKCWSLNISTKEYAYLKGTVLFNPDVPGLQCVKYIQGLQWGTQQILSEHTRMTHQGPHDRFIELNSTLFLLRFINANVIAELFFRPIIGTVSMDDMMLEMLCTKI
# NPR1 activator – GC-A (human) enzyme activation | P16066 | HEK293 GC-A cells, cGMP TR-FRET, EC30 ANP; 0% at EC30 ANP, 100% saturating ANP | activation, % at 10 µM | actives 0.14% (n = 370,000); in the data active = activation above about 40%
# SMARCA2 act – SMARCA2 function activation, primary screen. MG213 cells, MMTV-luciferase reporter, dexamethasone, overnight. actives 1% (n = 370,000). activation, % at 9.1 µM; in the data active = activation above about 7.8%;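 also: 0% = vehicle wells and 100% = reference activator wells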
# hcDAF12 agonist – H. contortus DAF-12 activation, primary screen. HEK293 hcDAF-12 lit1-tk-luc reporter, luminescence; 0% DMSO, 100% Δ7-dafachronic acid. activation, % at 6.8 µM. actives 1.4% (n = 370,000). AID 652067;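 active = activation above the mean of all tested compounds plus 3 SD, cut at about 5.5% in these data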;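 also: 100% = response to 3 µM Δ7-dafachronic acid high control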
# ADAM10 inh – inhibits human ADAM10. O14672. recombinant ADAM10, EDANS/DABCYL FRET peptide cleavage, 3 h. inhibition, % at 7 µM. actives 0.62% (n = 370,000). AID 720582;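 active = inhibition above a per-campaign cutoff equal to the mean of compounds falling between control-based bounds plus 3 SD, cut at about 20% in these data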;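 also: 0% = DMSO wells while the 100% control is not disclosed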
# Target sequence (O14672 214-748 limits assumed): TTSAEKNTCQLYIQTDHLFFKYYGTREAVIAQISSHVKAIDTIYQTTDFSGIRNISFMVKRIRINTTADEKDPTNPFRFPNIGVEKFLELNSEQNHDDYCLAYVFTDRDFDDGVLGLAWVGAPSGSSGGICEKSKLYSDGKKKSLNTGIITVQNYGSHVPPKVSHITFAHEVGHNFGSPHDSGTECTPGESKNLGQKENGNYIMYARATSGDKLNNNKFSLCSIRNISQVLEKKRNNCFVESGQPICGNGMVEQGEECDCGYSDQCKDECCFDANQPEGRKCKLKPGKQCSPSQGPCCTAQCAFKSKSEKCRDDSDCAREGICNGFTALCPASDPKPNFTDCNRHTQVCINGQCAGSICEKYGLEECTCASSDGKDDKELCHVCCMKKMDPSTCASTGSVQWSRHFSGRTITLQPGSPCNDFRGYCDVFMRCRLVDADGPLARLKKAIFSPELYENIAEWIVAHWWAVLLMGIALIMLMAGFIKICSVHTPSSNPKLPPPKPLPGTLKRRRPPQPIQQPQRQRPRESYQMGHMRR
# sPLA2-III inh – Blocks human group III sPLA2 activity; Q9NZ20; QFRET BODIPY PC-A2 liposome hydrolysis, fluorescence; inhibition, % at 12.2 µM; actives 0.56% (n = 370,000); AID 743126;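 active = inhibition above mean plus 3 SD of compounds lying within the high and low control bounds, cut at about 19% in these data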;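 also: 0% = median of test compound wells and 100% = no enzyme DMSO wells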
# NPR2 activator – GC-B (human) receptor activation | P20594 | HEK293-GC-B cells, CNP EC30, cGMP TR-FRET; 0% at EC30 CNP, 100% saturating CNP | activation, % at 10 µM | actives 0.11% (n = 370,000) | AID 1920062;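 active = activation at 10 µM reaching about 35% in either raw or pattern-adjusted values, limit read from the data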
# hgDAF-12 ag – hgDAF-12 agonism, primary luciferase screen | activation, % at 6.8 µM | AID 687014 | HEK293 GAL4-hgDAF12 UAS-luciferase reporter, agonist luminescence; normalized to butyrate control | actives 1.8% (n = 370,000);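 active = activation above a cutoff set at the mean of all screened compounds plus 3 SD, cut at about 10% in these data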;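 also: 0% = DMSO wells and 100% = sodium butyrate wells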
# GAA850 FXN act – frataxin GAA850 promoter activation. HEK293 lucGAA850 FXN promoter luciferase reporter, 24 h; percent of 10 µM SAHA response. activation, % at 6 µM. actives 0.56% (n = 360,000). AID 540364;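 active = activation above the average of all compounds screened plus 3 SD, cutoff fixed separately per campaign, cut at about 7.5% in these data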;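 also: 0% = DMSO wells and 100% = 10 µM SAHA wells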
# DAX1 inh-2 – DAX1 (NR0B1) inhibition, primary screen | HEK293T StAR-luciferase reporter, SF-1/DAX-1 repression relief | AID 652010 | inhibition, % at 6.8 µM | actives 1.1% (n = 370,000);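 active = inhibition above the mean over all tested compounds plus 3 SD, cut at about 3.6% in these data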;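 also: 0% = DAX-1 cells with DMSO and 100% = cells lacking DAX-1 with DMSO; higher inhibition means more luminescence from relief of DAX-1 repression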
# Starred values were filed as active, the others as inactive; · = not tested or not shown.
cpd	Molecule	hcDAF12 agonist	hgDAF-12 ag	ssDAF12 agonist	DAX1 inh-1	NPR1 activator	NPR2 activator	SMARCA2 act	DAX1 inh-2	sPLA2-III inh	GAA850 FXN act	ADAM10 inh
1	COc1ccc(-c2nc3cc(C)c(Br)c(C)n3c2CC(C)(C)C)cc1OC	0.0	-2.2	-0.6	·	-1	8	5	3.6	-2	·	2
2	CCN1CC(CN(C)Cc2nc(-c3ccc(Cl)cc3)no2)CC1=O (centres undefined)	0.2	-1.3	-1.1	-2.4	1	3	-2	-1.5	-5	-1.7	6
3	Cc1ccnc(NC(=O)c2ccc3c(c2)C(=O)N(CCC(C)C)C3=O)c1	-0.3	1.6	-0.7	0.6	5	2	2	-1.0	2	-0.3	-1
4	CCCCCCC(O)(c1ccccc1)C(CN1CCOCC1)c1ccccc1 (centres undefined)	1.7	0.8	-1.3	-1.9	-44	-8	-1	0.1	-6	1.7	5
5	Cn1c(NC(=O)c2ccc(Cl)cc2)c(-c2ccccn2)c(=O)c2ccccc21	-1.1	0.8	-0.8	1.4	3	1	-1	0.1	7	0.3	5
6	CCn1c(Cc2cccn2C)nnc1SCC(=O)c1ccc(C)cc1	0.1	0.0	-1.0	0.3	2	-6	1	0.2	-26	1.5	2
7	COc1ccc2c(c1)c(=O)oc1cc3occ(C(C)(C)C)c3cc12	0.9	0.4	-1.2	-0.5	-6	-3	2	0.5	3	1.1	0
8	COCCNC(=O)C1(C)CCN(Cc2ccccc2C#N)C1 (centres undefined)	-1.3	-0.3	-0.7	·	-1	-3	-1	-0.6	-1	0.6	3
9	COc1ccc(-c2nc3c4ccccc4ccn3c2Cc2ccsc2)cc1OC	6.4*	9.6	0.8	·	-5	0	4	0.4	-2	·	-129
10	COc1ccccc1Nc1c([N+](=O)[O-])cc(C)cc1[N+](=O)[O-]	1.0	3.1	-1.0	-1.6	0	1	0	-0.4	6	2.9	7
11	CCC[N+](CC#Cc1ccccc1)(CCC)CC(=O)OC	4.4	-1.0	-1.3	0.7	1	7	0	-0.1	4	2.8	4
12	CC(=O)N1CCN(C(=S)NC(=O)c2ccc(F)cc2)CC1	-1.6	1.2	-0.4	-0.8	-5	2	-3	0.3	12	0.0	-11
13	CNC(C)C#Cc1ccc2sc3cccc(OC)c3c(=O)c2c1 (centres undefined)	-2.1	1.6	-1.4	-0.1	0	0	1	-0.4	-1	1.7	-217
14	CC(Oc1ccc(Br)cc1)C(=O)Nc1cc(Cl)ccc1N1CCN(C)CC1 (centres undefined)	-0.6	-1.4	-0.9	0.6	-26	-16	-3	0.9	-19	-4.1	20*
15	Cc1ccc(CN(C)C(=O)COC(=O)CSc2ccc(C(N)=O)cc2[N+](=O)[O-])cc1	1.4	2.3	-1.1	0.0	1	-2	-2	1.2	-12	0.3	-1
16	COc1ccc(CC(=O)Nc2cccc(/C(C)=N/NC(=O)c3cccc([N+](=O)[O-])c3)c2)cc1	-0.4	2.5	-0.6	-1.0	-8	3	0	-0.8	-6	0.9	5
17	CC(C)(C)NC(=O)NC(=O)COC(=O)Cc1c(Cl)cccc1Cl	-2.0	-0.1	-1.4	1.7	8	9	-5	0.4	-12	-1.0	-4
18	Cc1cc(NC(=O)CCCn2nc([N+](=O)[O-])c(Br)c2C)no1	-2.1	2.6	-0.9	-0.8	-1	6	1	0.1	-1	1.2	0
19	Cc1ccc(C)c(NC(=O)CN(C)C(=O)c2cccc(-n3cccc3)c2)c1	0.4	1.2	-1.3	2.6	3	-2	2	-2.1	-9	0.2	-10
20	COc1cccc(C(c2nnnn2Cc2ccco2)N2CCN(c3cccc(C)c3C)CC2)c1OC (centres undefined)	-1.9	-1.2	-1.5	-1.2	-7	3	1	-1.2	-8	1.0	13
21	CC(NC(=O)c1ccnc(C(C)(C)C)c1)c1ccccc1 (centres undefined)	-0.8	-2.3	-1.2	-1.9	5	2	-4	0.6	-5	-1.9	-1
22	Clc1ccc(CN2CCc3c([nH]c4ccccc34)C2)cc1Cl	2.6	1.8	-0.4	-0.5	-2	-3	-3	-0.3	7	-0.4	-70
23	COCCCN(C)C1CCN(C(=O)Nc2ccc(F)cc2)CC1	1.0	-1.2	-1.0	1.9	2	-5	2	0.7	4	-0.5	-13
24	O=C(NCCCn1ccnc1)/C(=C\c1ccccc1Cl)NC(=O)c1ccccc1	-0.5	0.1	-1.1	0.3	0	-2	-1	-1.0	2	1.7	-9
25	O=C(Nc1cc([N+](=O)[O-])ccc1F)c1ccc2c(c1)OCCO2	-1.5	1.2	-0.3	3.7	3	-4	2	-0.2	4	3.0	4
26	Cc1c(CCC(=O)O)c(=O)oc2c(C)c(OCc3ccccc3Cl)ccc12	0.0	0.8	-1.4	-0.1	8	1	-4	-0.1	10	0.1	-41
27	CC(C)C[C@@H]1COc2cc(Br)ccc2S(=O)(=O)N1Cc1cn(CCC2OCCO2)nn1	-0.8	0.4	-1.2	·	-1	3	0	-0.5	3	·	3
28	O=C(c1ccccc1)N(C(=O)c1ccccc1)c1ccccc1	1.2	2.4	-1.0	0.3	-5	-4	-3	0.2	-3	-1.2	-3
29	COc1ccc(CN(C(=O)c2ccc(-c3ccccc3)[nH]2)C(C(=O)NC(C)(C)C)c2ccncc2)cc1 (centres undefined)	1.5	5.6	-0.9	-0.5	-8	-4	0	-0.2	-9	-4.8	7
30	CN(C)CC[C@@H](c1ccc(Cl)cc1)c1ccccn1	0.3	-1.0	-1.6	-0.1	-20	-20	-7	-0.9	8	1.1	1
31	COc1ccc(/C=C2\SC(=S)N(CCC(=O)N(CCO)c3ccccc3)C2=O)cc1OC	-0.5	-5.5	-1.8	-0.3	5	0	-1	-0.3	-13	1.7	5
32	CCCn1nc(C(=O)NNC(=O)CCOc2ccccc2OCC)c2ccccc2c1=O	0.2	-0.3	-0.7	0.0	-5	-2	0	-0.4	1	-1.8	11
33	CC(=O)NC(=O)c1nnn(Cc2ccccc2)c1NC(C)=O	-1.9	1.1	-0.9	1.7	5	2	-2	0.6	0	-1.2	-12
34	CCCCn1c(=O)c(CCC(=O)O)nc2ccccc21	-1.9	0.8	-1.8	-0.7	-2	-2	-1	-1.3	4	-1.4	-123
35	CCc1c(Cc2ccccc2)ncn1CCc1ccccc1OC	-2.9	-4.6	-1.4	·	-1	-6	-10	-3.3	-3	·	-2
36	C[C@@H]1CC[C@]2(C(=O)O)CC[C@]3(C)C(=CCC4[C@@]5(C)CC[C@H](O)[C@@](C)(C(=O)O)C5CC[C@]43C)C2[C@]1(C)O (some centres undefined)	-0.5	-1.5	-0.8	-0.7	0	-2	1	0.9	-3	1.2	6
37	Nc1c(Cl)ncnc1N/N=C/c1ccc2ccccc2n1	0.7	-8.7	-1.5	-1.6	-34	-20	-5	-3.2	-5	-15	-7
38	Cc1ccc(N=CC2=C(O)CC(c3ccco3)CC2=O)cc1 (centres undefined)	-1.2	0.2	-1.1	0.2	5	-4	3	1.0	-3	1.7	2
39	Cc1cccc(NC(=S)NC(=O)c2ccc(Br)o2)c1C	0.7	6.6	-1.3	0.5	-1	-2	2	-0.5	11	1.5	0
40	O=C(CCNS(=O)(=O)c1ccc(Cl)cc1)N1CCC2(O)CCCCC2C1 (centres undefined)	-0.2	0.8	-0.9	3.0	2	1	0	-0.1	6	0.6	-7
41	O=C(OC12CCCN(C1)/C(=C/c1ccc(Cl)cc1)C2)C1CCCC1 (centres undefined)	-0.4	-1.9	-0.9	·	0	-5	0	0.2	3	·	-6
42	CCOC(=O)c1cnc(SCC#N)nc1N	-2.1	0.1	-0.5	6.9*	-1	-3	-1	0.1	-3	1.9	0
43	CCN(CC(=O)NCCCn1ccnc1)S(=O)(=O)c1ccc(C)cc1	-2.2	1.0	-0.9	1.6	-1	1	-3	0.0	0	0.8	2
44	COc1ccc(CCC[C@H](CCC(=O)N(c2ccccc2)c2ccccc2)CCc2ccccc2)cc1	-3.0	1.0	-0.7	·	2	10	-4	-0.6	-7	·	-4
45	CCOC(=O)C1(C)CCCN1C(=O)c1ccccc1F (centres undefined)	7.1*	2.4	-0.5	·	1	0	-3	0.0	0	0.6	-2
46	CC(C)NC(=O)c1ccccc1NC(=O)C1CC(=O)N(C(C)C)C1 (centres undefined)	-3.6	-0.1	-1.3	0.0	7	5	-2	0.0	1	1.5	-6
47	CCOC(=O)c1cnc2cc(F)c(F)cc2c1N1CCN(C)CC1	-1.9	-0.5	-1.2	-1.1	2	1	2	0.0	3	0.4	1
48	COc1ccc(OC)c(NC(=O)C2CCCN(S(=O)(=O)c3c(C)nn(C)c3C)C2)c1 (centres undefined)	-0.2	4.2	-0.5	-0.7	1	-1	1	-0.3	-3	14*	0
49	O=C(Nc1cc(S(=O)(=O)N2CCOCC2)ccc1Cl)c1cc(=O)c2ccccc2o1	-1.2	3.7	0.1	-1.1	-1	2	0	0.1	5	-0.7	2
50	CC(C)C(=O)Nc1nnc(NC(=S)Nc2ccccc2)s1	1.8	10	-1.1	1.2	-1	3	1	1.1	5	1.9	10

# (next part)
cpd	Molecule	hcDAF12 agonist	hgDAF-12 ag	ssDAF12 agonist	DAX1 inh-1	NPR1 activator	NPR2 activator	SMARCA2 act	DAX1 inh-2	sPLA2-III inh	GAA850 FXN act	ADAM10 inh
51	COc1ccc(NC2=NC(=S)N(c3cccc(C)c3)C23CCCCC3)cc1	0.1	1.3	-0.8	-0.1	-1	4	-3	0.8	1	-2.5	-21
52	O=C(Cn1ncc2c3ccccc3n(Cc3ccc(Cl)cc3)c2c1=O)NCCCN1CCCC1=O	-0.1	-2.7	-0.7	0.1	27	11	-1	-0.5	0	1.7	-13
53	O=C(CCCn1c(=S)[nH]c2ccccc2c1=O)NCc1ccco1	-0.6	0.9	-1.9	0.5	1	-1	0	-1.2	7	0.3	-5
54	N#C/C(=C\c1ccc([N+](=O)[O-])o1)c1nc2ccccc2[nH]1	-2.3	0.7	-0.6	·	31	34	3	0.3	4	·	-5
55	C/C(=N\Nc1ccccn1)c1ccc(C(C)C)cc1	-1.6	9.1	-1.5	-0.9	-5	-5	7	0.7	1	6.3	6
56	N/C(=N\OC(=O)Cc1ccccc1)c1ccc(Br)cc1	-1.0	0.7	0.1	0.8	3	-2	4	-0.3	-2	3.9	5
57	CCCC(C)NC(=O)Cc1ccccc1[N+](=O)[O-] (centres undefined)	7.3*	3.4	1.1*	1.2	1	0	-1	0.8	10	1.2	-7
58	Cc1ccc(-c2cc(C(=O)N/N=C/C(Br)=C/c3ccccc3)n[nH]2)o1	-2.0	-1.5	-1.2	-0.6	-9	0	1	-0.5	-30	5.7	10
59	CCOCCOC(=O)c1ccc(-n2cncn2)nc1	-0.9	2.2	-0.9	0.4	-1	0	-1	-0.7	6	1.6	0

# Retrieved one by one from the list above:
cpd	Molecule	hcDAF12 agonist	hgDAF-12 ag	ssDAF12 agonist	DAX1 inh-1	NPR1 activator	NPR2 activator	SMARCA2 act	DAX1 inh-2	sPLA2-III inh	GAA850 FXN act	ADAM10 inh
56	N/C(=N\OC(=O)Cc1ccccc1)c1ccc(Br)cc1	-1.0	0.7	0.1	0.8	3	-2	4	-0.3	-2	3.9	5
51	COc1ccc(NC2=NC(=S)N(c3cccc(C)c3)C23CCCCC3)cc1	0.1	1.3	-0.8	-0.1	-1	4	-3	0.8	1	-2.5	-21
